Bioassay records from PubChem.
TRHR enhancer = allosteric enhancers of human TRH receptor. P34981. TRHR cells, fluo-8 calcium fluorescence, EC20 TRH enhancement. enhancement, % at 2 µM. 360,000 compounds, 0.66% hits; in the data active means enhancement above about 30%; further: 0% is about no effect
Target sequence (P34981 whole entry, looked up): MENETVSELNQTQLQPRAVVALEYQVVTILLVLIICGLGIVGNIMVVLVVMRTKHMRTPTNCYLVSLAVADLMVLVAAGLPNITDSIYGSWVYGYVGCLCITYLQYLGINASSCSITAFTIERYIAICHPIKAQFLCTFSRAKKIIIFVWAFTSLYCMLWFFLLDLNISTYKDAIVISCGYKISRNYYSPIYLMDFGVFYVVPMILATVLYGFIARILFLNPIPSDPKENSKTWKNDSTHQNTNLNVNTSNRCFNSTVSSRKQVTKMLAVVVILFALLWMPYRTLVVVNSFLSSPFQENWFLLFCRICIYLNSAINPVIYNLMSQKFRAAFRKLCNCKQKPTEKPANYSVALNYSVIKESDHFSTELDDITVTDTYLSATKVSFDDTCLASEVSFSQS
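Enhancer read-out: after compound pinning and an initial kinetic agonist-mode read, an EC20 of TRH (10 nM final) was injected and fluo-8 calcium signal (Ex 480/Em 530) followed at 1 s/cycle for 100 cycles in TRHR-expressing cells.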
D1 agonist = human D1 receptor agonism; HEK293 T-REx D1 cells, calcium flux, agonist mode; activation, % at 2 µM; 360,000 compounds, 1% hits; AID 504660; in the data active means activation above about 30%; further: 0% is about no effect
Target sequence (P21728 whole entry, looked up): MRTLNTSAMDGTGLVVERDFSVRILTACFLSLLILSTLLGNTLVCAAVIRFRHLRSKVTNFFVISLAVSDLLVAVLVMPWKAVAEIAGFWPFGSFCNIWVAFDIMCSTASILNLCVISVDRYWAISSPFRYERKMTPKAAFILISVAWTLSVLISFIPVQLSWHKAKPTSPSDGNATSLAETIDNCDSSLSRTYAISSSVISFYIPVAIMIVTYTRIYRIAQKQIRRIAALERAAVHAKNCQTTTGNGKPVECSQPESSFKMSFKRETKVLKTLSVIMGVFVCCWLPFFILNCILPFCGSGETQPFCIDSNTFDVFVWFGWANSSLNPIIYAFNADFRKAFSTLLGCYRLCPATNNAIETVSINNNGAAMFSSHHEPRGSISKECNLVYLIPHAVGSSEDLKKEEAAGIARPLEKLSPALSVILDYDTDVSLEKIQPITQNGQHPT
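Agonism was scored from calcium flux recorded over 180 s (1 read/s) after pintool compound addition, following a 10-cycle baseline. Cells were inducible force-coupled HEK293 TREx D1, plated overnight at 30 C and loaded with no-wash calcium dye.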
TRHR ag = activates the human TRH receptor | P34981 | TRHR cells, calcium flux fluo-8, FDSS agonist mode | activation, % at 2 µM | 360,000 compounds, 0.18% hits; in the data active means activation above about 30%; further: 0% is about no effect
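Fluo-8-loaded TRHR cells; 10 s baseline, compound added, kinetic Ca2+ fluorescence read 1/s, agonist mode.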
D1 PAM = potentiators of human D1 dopamine receptor; potentiation, % at 10 µM; HEK293 TREx D1 cells, calcium flux, dopamine EC20 potentiation; AID 504651; 360,000 compounds, 0.036% hits; in the data active means potentiation above about 30%; further: 0% is about no effect
RXFP1 antagonist = antagonists of human relaxin receptor RXFP1 | Q9HBX9 | HEK293-RXFP1, relaxin-stimulated cAMP HTRF, 30 min; active compounds read low | activity change, negative = inhibition, % at 57.5 µM | 350,000 compounds, 0.59% hits | AID 1259400;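 active means activity change of -60% or lower, but not beyond a set lower limit; inconclusive means change between -60% and -40%, or beyond the set limit; inactive means change above -40%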; further: on the % scale 0 is the no-effect control and ±100 the full control effect
RXFP1 ag = RXFP1 (human) receptor agonism; HEK293T-RXFP1 cAMP TR-FRET, 30 min; response scale: percent of porcine relaxin response, buffer zero; Q9HBX9; 370,000 compounds, 0.3% hits; Potency, µM (titrated, usually from 57.5 µM), for the others: at the highest dose activation, hits mostly activators; further: potency means the concentration at half of the fitted maximal effect; on the % scale 0 is the no-effect control and ±100 the full control effect; nearly all actives have a fitted effect of over 60% in size; many of its hits are not listed in these tables
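HEK293 cells stably expressing RXFP1, treated 30 min at 37C with compounds plus PDE4 inhibitor Ro 20174; cAMP measured by HTRF TR-FRET. Normalized to buffer and 29 nM porcine relaxin; EC50 by Hill fit.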
D2 PAM = positive allosteric modulators of human D2 dopamine receptor. potentiation, % at 10 µM. 340,000 compounds, 0.34% hits. P14416. HEK293 T-REx D2, calcium flux, EC20 dopamine potentiation;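 active means potentiation over 3 SD above the plate norm, cut at about 30% in these data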; further: 0% is about no effect
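Using a no-wash calcium dye in inducible, force-coupled HEK293 Trex cells expressing D2, we tracked fluorescence each second for 180 s after compound, then for 180 s after EC20 dopamine to detect augmented signalling.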
D1 antag = antagonists of human D1 dopamine receptor | P21728 | HEK293 TREx D1 cells, calcium flux, dopamine EC80; active compounds read low | activity change, negative = inhibition, % at 10 µM | 360,000 compounds, 3.2% hits | AID 504652; in the data active means activity change below about -30%; further: on the % scale 0 is the no-effect control and ±100 the full control effect
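Cells carrying a force-coupled, tetracycline-inducible human D1 receptor report calcium flux. Each well gets a 10 s baseline, compound with 180 s monitoring, then an EC80 dopamine stimulus with a second 180 s kinetic read.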
Apoferritin bind = candidate novel general anesthetic via apoferritin binding. P02791. apoferritin/1-aminoanthracene competitive binding, fluorescence. Potency, µM (top dose mostly 77.5 µM), without a hit: at the top dose activity change, negative = displacement, actives largely listed as inhibitors. 350,000 compounds, 0.074% hits. AID 485281; further: potency means the concentration at half of the fitted maximal effect; on the % scale 0 is the no-effect control and ±100 the full control effect; nearly all actives have a fitted effect of over 20% in size
Target sequence (P02791 2-175 limits assumed): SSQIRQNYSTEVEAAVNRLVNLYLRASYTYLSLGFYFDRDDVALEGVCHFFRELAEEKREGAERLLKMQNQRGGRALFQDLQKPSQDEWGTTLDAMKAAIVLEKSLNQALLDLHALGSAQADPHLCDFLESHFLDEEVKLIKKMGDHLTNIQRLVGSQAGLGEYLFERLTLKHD
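In PBS, apoferritin at 10 uM is loaded with 1-AMA from a 50% saturated solution. After 10 min of compound exposure at ambient temperature, reduced 535 nm fluorescence indicates probe displacement.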
* = called active by the depositor; ? = inconclusive; / = not tested or not shown; & = joins results of further samples; [ ] = remark or other dose. Unless noted, the call rests on the fitted dose curve; in most records, active means well fitted curve in the direction sought with a large enough effect; inconclusive means small, poorly fitted or top-dose-only effect, or another doubt; inactive means no such curve, though single readings can be large; an effect the other way counts as inactive or inconclusive. Some of the compounds tested. The share of hits here may be higher or lower than overall.

SMILES | TRHR enhancer | D1 agonist | TRHR ag | D1 PAM | RXFP1 antagonist | RXFP1 ag | D2 PAM | D1 antag | Apoferritin bind
Cc1nn(C)c(C(=O)N/N=C/c2ccncc2)c1Cl | -5.0 | 4.1 | -0.1 | -3.5 | -14.6 | 1.1% | 1.3 | 3.3 | -4.1%
CC(C)c1ccccc1NC(=O)c1cccc(NC(=O)c2ccccc2)c1 | 5.1 | 1.0 | -0.8 | 4.0 | -3.8 | 1.0% | -1.5 | -6.7 | ?
COc1ccccc1C(=O)Nc1nnc(S(=O)(=O)N2CCCCC2)s1 | 9.7&12.0 | -1.2&0.7 | 1.0&0.2 | 1.7&5.6 | 4.7&-24.4 | 7.4%&-3.2% | 6.0 | -5.3&7.3 | 1.4%&-3.4%
CC(Sc1ncnc2ccccc12)C(=O)Nc1ccc2c(c1)OCO2 (configuration not stated) | 29.2 | 6.8 | -0.3 | -13.3 | -2.0 | 5.9% | 9.2 | -32.8* | -21.9%
O=C(Cc1ccc(F)cc1)NC1CC(=O)N(c2ccccc2)C1 (configuration not stated) | 0.8 | -3.0 | 0.0 | 2.2 | -5.8 | -0.3% | -8.0 | / | -3.1%
CC1(C)CC(=O)C/C(=N\NC(=O)Cc2ccccc2)C1 | -5.8 | 0.6 | 0.2 | -5.1 | -3.9 | 2.3% | -16.2 | -7.1 | 2.1%
COc1ccc(Cl)cc1NC(=O)CN1C(=O)COc2ccc(S(=O)(=O)NC3CCCC3)cc21 | -7.8 | 5.4 | 1.2 | -5.2 | -5.4 | 3.2% | -12.8 | -16.4 | -4.5%
CCOC(=O)c1ccccc1NC(=O)N1CCC(CN2CCOCC2)CC1 | 1.3 | 0.0 | -0.1 | -0.4 | 9.0 | 1.0% | -7.8 | 0.6 | -3.7%
Cc1cc(C)n(-c2ccc(F)cc2)c(=O)c1C#N | 26.7 | 0.6 | 0.3 | -2.6 | 2.8 | 1.9% | 2.7 | 5.6 | -7.1%
Nc1ccccc1S(N)(=O)=O | 0.3 | 0.0 | 1.3 | -3.4 | / | -1.0% | 13.5 | -6.9 | -8.5%[29.3 µM]
CCc1cc(C(=O)N(Cc2ccccc2)c2c(N)n(CCOC)c(=O)[nH]c2=O)sc1C | 0.6 | 0.3 | -0.2 | -5.5 | -9.3 | -0.1% | -10.2 | 11.3 | /
Cn1c(COc2ccccc2)nnc1SCC(=O)NCc1ccccc1 | -8.3 | 1.8 | -0.2 | -1.8 | -1.9 | 1.9% | 9.0 | 19.8 | -13.0%
CCc1ccc(N(C(=O)c2csnn2)C(C(=O)NC2CCCCC2)c2ccncc2)cc1 (configuration not stated) | -2.1 | 2.6 | 0.5 | 3.9 | -0.5 | 4.3% | -4.3 | -0.6 | -8.1%
CCCCn1c(N)c(N(CC(C)C)C(=O)CC2CCCCC2)c(=O)[nH]c1=O | -3.3 | 1.4 | -1.8 | 3.2 | 10.7 | -1.3% | 5.6 | -4.6 | /
Cc1ccc(CNC(=O)CSc2nc3c(sc4ccccc43)c(=O)n2CCCOC(C)C)cc1 | 6.1 | -0.2 | 0.4 | 0.6 | -2.3 | -0.4% | 1.6 | -17.9 | 5.4%
CC(=O)c1ccc(N2CCN(c3ccc(C(F)(F)F)cn3)CC2)cc1 | -3.5 | 6.8 | 0.6 | 1.8 | -4.2 | 0.0% | 7.7 | -7.6 | -1.1%
CC1=Nc2cc(C(=O)N3CCCC3)ccc2Sc2ccc(C)cc21 | 0.0 | -0.5 | -0.5 | -2.6 | -1.1 | -0.1% | -14.7 | 10.8 | -10.6%
CCOc1ccc(NC(=O)CN(C)C(=O)CCNC(=O)c2ccc(Br)cc2)cc1OCC | 1.0 | 1.5 | 0.0 | -3.0 | -12.5 | 0.4% | 1.5 | 0.4 | /
CCOC(=O)c1cncc(C#CCOC(=O)Nc2ccc(OC(F)(F)F)cc2)c1 | -12.8 | 26.5 | 0.6 | -7.9 | -2.2 | 3.4% | -5.0 | -33.8* | 4.2%
COc1ccc(N(CC(=O)NC2CCCCC2)S(=O)(=O)c2cccnc2)cc1 | -6.2 | -0.1 | -0.8 | -2.5 | -5.1 | -1.0% | 1.1 | 9.7 | -7.3%
Cc1cc(C(=O)O)ccc1-c1ccc(/C=C2\NC(=O)N(Cc3ccc(F)cc3)C2=O)o1 | -1.7 | -0.5 | 0.0 | -3.4 | 6.5 | 3.4% | -3.3 | 3.9 | 4.0%
Cc1cc(NC(=O)Nc2ccc(Cl)c(Cl)c2)n(-c2ccccc2)n1 | -5.8 | 20.9 | 0.5 | -0.2 | 1.1 | 0.9% | -20.0 | -44.3* | ?
CC12COC3(C(N)=O)CC1CCC32C (configuration not stated) | 2.9 | -0.2 | 0.5 | -1.1 | -1.5 | -1.4% | 16.1 | 10.1 | ?
COc1ccc(NC(=O)CCn2cccn2)cc1OC | -1.9 | 0.0 | 0.2 | 3.9 | / | 0.6% | -0.9 | 16.9 | -8.0%
CC(=O)c1ccc(NC(=O)Cn2c(-n3nc(C)cc3C)nc(C)c(C)c2=O)cc1 | -3.1 | -4.0 | -0.6 | 6.3 | 1.0 | 0.5% | -1.3 | / | -9.6%
CCC(C)Sc1ccc([C@H]2N[C@@](CC(C)C)(C(=O)OC)[C@H]3C(=O)N(CC)C(=O)[C@@H]23)cc1 (some centres not stated) | 2.2 | 14.6 | 0.4 | -4.7 | / | 1.3% | 14.0 | 0.4 | /
O=C(O/N=C\c1ccc(N2CCOCC2)c([N+](=O)[O-])c1)c1ccccc1Cl | 3.6 | 1.4 | -0.6 | -1.8 | / | 1.8% | -4.9 | 14.4 | ?
O=C(COc1ccccc1CNCc1ccccc1)Nc1ccccc1 | 3.6 | 10.9 | -0.2 | -3.3 | -16.2 | 3.5% | -6.7 | 8.9 | -8.3%
O=C(NNC1=C(C(=O)C(F)(F)F)CCC1)c1ccc(Br)cc1 | 10.6 | 0.2 | 0.1 | -2.1 | 4.7 | -0.2% | -9.3 | / | ?
O=C1CSC(c2ccccc2)N1CC12CC3CC(CC(O)(C3)C1)C2 (configuration not stated) | 2.6 | 1.8 | 1.1 | 2.3 | 2.8 | 2.3% | 7.1 | 15.3 | -9.5%
Cc1ccccc1N1CC(C(=O)Nc2ccc(S(=O)(=O)NCC3CCCO3)cc2)CC1=O (configuration not stated) | -0.5 | 2.7 | 0.3 | 0.8 | 5.7 | -0.3% | -18.3 | 8.4 | -17.1%
Cc1nn(CCCC(=O)NCc2ccccc2)c(=O)c2nccn12 | -0.5 | 1.0 | 0.6 | 1.8 | 20.1 | 28.2µM* | 7.1 | 7.7 | -9.4%
COc1ccc(CNC(=O)CSc2ncc3c(n2)-c2cc(Cl)ccc2N(Cc2ccccc2)S3(=O)=O)cc1OC | -5.4 | 1.9 | 0.3 | -3.2 | / | 18.9% | -3.5 | 13.9 | -3.3%
CN(CC(=O)NC1CCN(Cc2ccccc2)CC1)S(=O)(=O)c1ccc2c(c1)c(=O)n(C)c(=O)n2C | -3.6 | -0.3 | -0.2 | -3.2 | 2.1 | 2.5% | -14.3 | 0.7 | -1.1%
N#Cc1ccc(C(=O)Nc2ccccc2-c2nc3ccccc3s2)c(F)c1 | 5.7 | 0.8 | 2.2 | -0.7 | / | 0.6% | -10.7 | -15.4 | 4.1%
CCNc1nc(NCC)nc(N/N=C/c2ccc(Br)cc2)n1 | -0.4 | 0.2 | -0.3 | 0.1 | -5.9 | -3.6% | / | 6.1 | -11.0%

Grouped by structure, the compounds so far with an NH in an aromatic ring.
SMILES | TRHR enhancer | D1 agonist | TRHR ag | D1 PAM | RXFP1 antagonist | RXFP1 ag | D2 PAM | D1 antag | Apoferritin bind
CCc1cc(C(=O)N(Cc2ccccc2)c2c(N)n(CCOC)c(=O)[nH]c2=O)sc1C | 0.6 | 0.3 | -0.2 | -5.5 | -9.3 | -0.1% | -10.2 | 11.3 | /
CCCCn1c(N)c(N(CC(C)C)C(=O)CC2CCCCC2)c(=O)[nH]c1=O | -3.3 | 1.4 | -1.8 | 3.2 | 10.7 | -1.3% | 5.6 | -4.6 | /

Continuation.
SMILES | TRHR enhancer | D1 agonist | TRHR ag | D1 PAM | RXFP1 antagonist | RXFP1 ag | D2 PAM | D1 antag | Apoferritin bind
Cc1nn(-c2ccccc2)c(=O)c2ccccc12 | 3.6 | 0.9 | 0.4 | 10.4 | 5.3 | 0.9% | -6.5 | 4.4 | -8.0%
Cc1cccc(-n2c3c(cc(-c4nc(-c5ccc(Cl)cc5)cs4)c2=O)C(=O)CC(C)(C)C3)c1 | 20.6 | -0.6 | 1.6 | 1.6 | -4.2 | 1.2% | 2.6 | 6.1 | 3.8%
COCCn1c(SCC(=O)NNC(=O)c2cc(Cl)ccc2OC)nnc1-c1ccncc1 | -2.6 | 0.0 | 0.3 | -4.9 | -4.8 | -2.1% | -15.4 | -1.9 | /
CC(C)(C)NC(=O)NC(=O)COC(=O)CNC(=O)c1cc(Cl)cc([N+](=O)[O-])c1 | -3.6 | 1.6 | -0.4 | -2.2 | -0.3 | 0.6% | -0.8 | -26.9 | ?
Cc1cccc(-n2ncc(C#N)c2N)c1 | 1.1 | 1.6 | 0.3 | -2.5 | 7.5 | 0.6% | 2.5 | 22.6 | 4.6%
COc1ccccc1C(=O)NCC(=O)Nc1ccc2c(c1)OCO2 | -2.9 | 0.8 | -0.2 | 5.7 | -15.3 | 0.3% | -5.5 | 0.7 | /
C=C(C)C1CC=C(C)/C(=N/NC(=O)c2ccoc2C)C1 (configuration not stated) | -0.7 | 0.6 | -0.2 | -6.5 | 4.0 | 2.8% | 4.4 | -15.3 | -20.1%
O=C(CSc1ccccc1)Nc1cccc(S(=O)(=O)N2CCCC2)c1 | 4.0 | 4.6 | -0.7 | -2.1 | 3.1 | 2.5% | -6.9 | -31.9* | -13.4%
Cc1ccc(S(=O)(=O)CCC(=O)Nc2nnc(-c3ccccc3S(C)(=O)=O)o2)cc1 | 16.5 | 1.2 | -0.5 | -3.5 | -11.5 | 1.6% | 1.5 | -5.5 | /
CCCNC(=O)c1ccc(Cn2c(=S)[nH]c3c([nH]c4ccc(OC)cc43)c2=O)cc1 | -1.3 | 5.2 | 0.3 | -3.8 | -17.6 | 1.9% | 7.9 | -20.3 | -5.9%
CCOC(=O)C1(CC2CCCCO2)CCN(C(=O)Nc2ccc(SC)cc2)CC1 (configuration not stated) | -1.5 | -0.3 | 0.2 | 3.3 | -7.8 | -2.6% | 5.2 | 1.2 | -18.2%
Cc1ccc2nc(-c3ccccc3F)c(Nc3ccc(Cl)cc3)n2c1 | 0.9 | -1.5 | -0.2 | -2.5 | -33.4 | 10.3% | 1.5 | -13.1 | 2.4%
COc1ccccc1CNC(=O)CCNS(=O)(=O)c1cccc2nonc12 | 8.7 | 1.7 | 0.9 | -2.2 | -4.1 | 4.5% | 2.8 | 6.9 | -13.6%
